HTR5A inv ctr: HTR5A inverse agonists in luminescence cell assay, primary screen, counter-screen for OPRM1-OPRD1 heterodimer inverse agonist project, full-deck HTS. 0.083% of 340,000 active. inhibition, % at 9.3 µM. HTR5A cell line, inverse agonism. AID 504634, 2011. 5-hydroxytryptamine receptor 5A (Homo sapiens), P47898; in the data active = inhibition mostly above about 23%, no sharp cut-off; inactive = mostly below about 18%;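 also: 0% = cells with DMSO and 100% = no-cell wells with DMSO; some compounds called inactive have numbers as strong as hits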
Target sequence (P47898 whole entry, looked up): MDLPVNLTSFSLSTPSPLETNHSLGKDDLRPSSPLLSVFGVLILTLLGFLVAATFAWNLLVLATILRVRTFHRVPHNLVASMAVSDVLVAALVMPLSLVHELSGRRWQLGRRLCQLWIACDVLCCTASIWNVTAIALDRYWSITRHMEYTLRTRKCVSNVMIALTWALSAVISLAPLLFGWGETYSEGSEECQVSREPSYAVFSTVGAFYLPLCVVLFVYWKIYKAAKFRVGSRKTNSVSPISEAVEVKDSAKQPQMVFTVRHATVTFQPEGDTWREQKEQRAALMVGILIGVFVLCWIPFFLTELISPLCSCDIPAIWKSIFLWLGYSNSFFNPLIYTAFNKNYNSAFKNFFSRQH
LANA DNA inh: inhibitors of KSHV C-LANA binding to DNA, primary screen, biochemical, fluorescence polarization, FAM-LBS DNA, MBP-C-LANA, single point; Kaposi's sarcoma herpesvirus LANA C-terminal domain (residues 932-1162) DNA binding; inhibition, % at 9 µM; 0.078% of 340,000 active;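 active = highest replicate inhibition at or above 60% at 9 µM, even if other replicates fall short; inactive = all replicates below 60% inhibition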;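 also: 0% = neutral control wells and 100% = 4 µM acridine orange control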
OPRM1-OPRD1 ag: agonists of OPRM1-OPRD1 heterodimerization, primary screen, cell-based, luminescence. activation, % at 9.3 µM. cells. AID 504326, 2011. 0.3% of 340,000 active; in the data active = activation above about 18%;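 also: 0% = vehicle-treated cells and 100% = reference agonist; values of inactives mirror those of a sister screen read the other way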
Keap1 Nrf2 FP: Keap1-Nrf2 protein-protein interaction inhibitors, primary screen, biochemical, fluorescence polarization, single point; Kelch-like ECH-associated protein 1 (Homo sapiens), Q14145; Keap1 Kelch-Nrf2 peptide fluorescence polarization, 1536-well; inhibition, % at 9.4 µM; 0.15% of 340,000 active; AID 504523, 2011; in the data active = inhibition above about 12%;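 also: human Keap1 Kelch domain with fluorescein labeled Nrf2 9mer peptide probe; 0% = neutral control wells and 100% = peptide positive control; higher means more block of Keap1 binding to Nrf2 peptide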
Target sequence (Q14145 whole entry, looked up, the tested form may be a part): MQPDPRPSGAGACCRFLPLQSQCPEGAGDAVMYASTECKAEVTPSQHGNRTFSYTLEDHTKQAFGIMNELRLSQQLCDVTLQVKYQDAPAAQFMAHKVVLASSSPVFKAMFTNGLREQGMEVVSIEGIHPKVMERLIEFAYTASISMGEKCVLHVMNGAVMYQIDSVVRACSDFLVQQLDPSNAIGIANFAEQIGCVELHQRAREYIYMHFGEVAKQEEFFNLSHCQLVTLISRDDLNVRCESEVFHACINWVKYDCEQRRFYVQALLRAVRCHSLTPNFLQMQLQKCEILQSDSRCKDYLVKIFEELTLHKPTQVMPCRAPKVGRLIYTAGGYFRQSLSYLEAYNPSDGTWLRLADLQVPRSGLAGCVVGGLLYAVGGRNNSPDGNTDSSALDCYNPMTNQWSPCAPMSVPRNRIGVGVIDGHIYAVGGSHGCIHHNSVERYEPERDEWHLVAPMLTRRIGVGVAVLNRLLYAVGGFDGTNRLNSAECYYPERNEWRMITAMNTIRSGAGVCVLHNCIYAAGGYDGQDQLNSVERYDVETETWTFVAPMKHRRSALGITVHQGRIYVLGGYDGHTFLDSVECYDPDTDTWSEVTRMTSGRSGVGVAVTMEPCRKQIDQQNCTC
Cardiac RTF inh: cardiac RTF calcium sensitivity inhibitors, primary screen, biochemical, IANBD-TnC fluorescence, EC70 calcium. IANBD-labeled cardiac RTF, Ca2+ fluorescence. 0.12% of 340,000 active. Troponin I, cardiac muscle (Homo sapiens) + Troponin T, cardiac muscle (Homo sapiens) + …. inhibition, % at 7.15 µM;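 active = inhibition above the mean inhibition of all tested compounds plus 3 SD, cut at about 17% in these data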;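 also: assay run at fixed EC70 calcium of 1.6 mM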
MOR-DOR inv ag: inverse agonists of MOR-DOR heterodimerization, primary screen, cell-based, luminescence; Mu-type opioid receptor (Homo sapiens) + Delta-type opioid receptor (Homo sapiens), …; cell-based MOR-DOR heterodimer luminescence, inverse agonism; inhibition, % at 9.3 µM; 0.21% of 340,000 active; AID 504357, 2011; in the data active = inhibition above about 22%, passing the limit was not always enough;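 also: 0% = cells with DMSO and 100% = wells without cells with DMSO; values of inactives mirror those of a sister screen read the other way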
CAL-PDZ inh HTS: untagged CAL PDZ binding inhibitors, primary screen, biochemical, fluorescence polarization, HTS; 0.92% of 300,000 active; inhibition, % at 24.9 µM; Golgi-associated PDZ and coiled-coil motif-containing protein (Homo sapiens), Q9HD26; purified CAL PDZ, TMR-peptide fluorescence polarization, 1 h;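 active = mean inhibition of at least 30% with at least half of replicates also reaching 30%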;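 also: 0% = DMSO neutral control and 100% = excess unlabeled competitor peptide PRC23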
V-ATPase pHluor: regulators of yeast V-ATPase proton pumping, primary screen, pHLuorin cytosolic pH fluorescence; S. cerevisiae; 0.37% of 350,000 active; response, % at 10 µM; AID 504577, 2011; in the data active = response mostly above about 7.3%, no sharp cut-off; inactive = mostly below about 5.4%; also: actives read high; inactives centre near 0; some compounds called inactive have numbers as strong as hits; reference of the scale not given here
HTR5A ag ctr: HTR5A agonists in luminescence cell assay, primary screen, counter-screen for OPRM1-OPRD1 heterodimer agonist project, full-deck HTS; 5-hydroxytryptamine receptor 5A (Homo sapiens), P47898; cell-based; activation, % at 9.3 µM; 0.61% of 340,000 active; AID 504692, 2011; in the data active = activation mostly above about 9.5%, no sharp cut-off; inactive = mostly below about 7.6%;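 also: 0% = cells with vehicle only and 100% = reference agonist; strong numbers were not always called active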
RTF Ca sens act: cardiac RTF calcium sensitivity activators, primary screen, biochemical, IANBD-TnC fluorescence, EC20 calcium; Troponin I, cardiac muscle (Homo sapiens) + Troponin T, cardiac muscle (Homo sapiens) + …; IANBD-labeled TnC RTF fluorescence at EC20 calcium; 0% EC20 calcium, 100% full calcium; activation, % at 7.2 µM; 0.24% of 340,000 active; AID 493008, 2010;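 active = activation above the mean over all tested compounds plus 3 SD, cut at about 30% in these data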;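 also: rise in fluorescence read as greater calcium sensitivity of cardiac thin filaments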
Numbers without * were called inactive; · = not tested or not shown. An unsorted share of the library; overall some 2.8% were active at least once.

1) COC(=O)C1=C(C(=O)OC)C(C(=O)OC)C(C(=O)OC)C(C(=O)OC)(C(=O)OC)C(C(=O)OC)=C1C(=O)OC (stereo unspecified)
2) O=[N+]([O-])c1cc(/C=N/Nc2nc(N3CCCCC3)nc(N3CCCCC3)n2)ccc1O
3) CCC1(C)Cc2c(c(=O)n(-c3ccccc3)c3ncnc(N)c23)CO1 (stereo unspecified)
4) CCNc1nc(C)cc(COC)c1C#N
5) CCOc1ccc(NC(=O)CSc2nc3c(c(=O)n2-c2ccccc2OC)SCC3)cc1
6) CC1(C)CC(=O)C=C(c2cccs2)C1
7) CCc1nn(C(CC)C(=O)NCC(C)c2ccccc2)c(=O)c2cc3occc3n12 (stereo unspecified)
8) COc1ccc(OC)c(C(=O)COC(=O)c2cccnc2Cl)c1
9) O=C(N/N=C/c1ccccc1F)c1ccccc1OCc1ccccc1
10) CS(=O)(=O)Nc1ccc(C(=O)Nc2ccc(S(=O)(=O)Nc3nccs3)cc2)cc1

compound no.	1	2	3	4	5	6	7	8	9	10
HTR5A inv ctr	-16	4	8	-1	-22	2	-7	-14	0	-16
LANA DNA inh	-2.8	0.7	1.4	-1.3	-0.8	0.2	-0.9	-0.2	0.6	0.4
OPRM1-OPRD1 ag	2.4	0.4	1.2	-1.0	-1.5	0.1	-3.9	-0.6	0.1	-2.8
Keap1 Nrf2 FP	-4	1	3	2	-5	-2	-3	-6	-5	0
Cardiac RTF inh	-11	9	-1	-4	-2	9	-8	-5	-14	-11
MOR-DOR inv ag	-12	-3	-7	5	9	0	20	3	-1	15
CAL-PDZ inh HTS	-1	-1	-3	-1	0	-4	29	-1	·	-5
V-ATPase pHluor	0	-5	-2	1	-2	3	-2	1	0	6
HTR5A ag ctr	4	2	-3	-3	-3	4	-3	5	0	0
RTF Ca sens act	-3	-2	1	2	-2	13	0	1	-3	-3

11) Cc1ccc(-c2n[nH]c(=S)n2/N=C/c2ccc(C)o2)cc1
12) O=C(NCCCn1ccnc1)c1cccc(S(=O)(=O)Nc2ccc(Br)cc2)c1
13) C=CC[C@@H](CC(=O)N[C@H](CO)Cc1ccccc1)C(=O)NC[C@H](OC(=O)[C@@H](CC=C)Cc1ccc(F)cc1)c1ccccc1
14) CCC(CC)c1nnc(NC(=O)Cc2cccs2)s1
15) O=C(Cc1ccccc1)Nc1ccccc1N1CCOCC1
16) Cc1cc(=O)n(CC(=O)NCCN2CCOCC2)c2c1c(C)nn2-c1ccccc1
17) COc1cc2c(c(OC)c1CC=C(C)C)C[C@H](c1ccc(O)cc1O)CO2
18) O=C1/C(=C\c2ccc(Br)cc2)SC(=S)N1NS(=O)(=O)c1ccccc1
19) C=CCn1c(=N)n(CC(=O)c2ccccc2)c2ccccc21
20) CC(C)Cc1ccc(CN2CCCC(NC(=O)c3cccc(-n4cnnc4)c3)C2)cc1 (stereo unspecified)

compound no.	11	12	13	14	15	16	17	18	19	20
HTR5A inv ctr	4	3	7	-13	-7	12	-16	-7	-9	-6
LANA DNA inh	0.3	1.1	0.3	-0.1	-0.7	-0.8	1.2	-1.4	11	0.4
OPRM1-OPRD1 ag	1.3	-4.5	-1.2	-0.2	-2.8	-4.1	15	1.2	-0.8	3.3
Keap1 Nrf2 FP	2	-4	-2	-2	-3	-1	-2	-1	-3	-6
Cardiac RTF inh	4	-19	-9	-7	-4	0	2	7	-4	-6
MOR-DOR inv ag	-7	24	7	1	14	21	-86	-10	4	-19
CAL-PDZ inh HTS	3	-3	0	-7	0	·	0	8	-1	-2
V-ATPase pHluor	-2	-2	0	-2	-6	-1	-1	-3	2	3
HTR5A ag ctr	-1	-1	-3	5	3	2	-1	3	3	2
RTF Ca sens act	6	2	-4	3	0	-1	3	-3	6	-9

21) CCN(CC)C(=O)CSc1nnc(-c2ccco2)o1
22) CCCn1c(=O)n(C)c(=O)c2c(SCC(=O)NCC(c3ccccc3)N(C)C)nc(CC(C)C)nc21 (stereo unspecified)
23) O=C(Cn1nc(C(F)F)cc1C1CC1)N1CCCC1
24) CCc1ccc(OCCNc2cc(N3CCNC(C)C3)ccc2[N+](=O)[O-])cc1 (stereo unspecified)
25) NC1=NS(=O)(=O)NC1c1cccc(Cl)c1 (stereo unspecified)
26) COc1ccc(Cl)cc1NC(=O)COc1ccc2c(c1)OCO2
27) COc1cccc(Cn2nnc(C(=O)NCc3ccccc3Cl)c2N)c1
28) Cc1n[nH]c(=O)c2c(NC(=O)CSc3nnnn3-c3ccc(O)cc3)oc(C)c12
29) CC(=O)NC1=NN(C(C)=O)C(C)(c2cccc([N+](=O)[O-])c2)S1 (stereo unspecified)
30) CN([C@@H](C(=O)OC(C)(C)C)c1ccccc1)S(=O)(=O)c1cccc(S(=O)(=O)N(C)[C@@H](C(=O)OC(C)(C)C)c2ccccc2)c1

compound no.	21	22	23	24	25	26	27	28	29	30
HTR5A inv ctr	-7	9	2	2	4	-7	12	-29	-1	3
LANA DNA inh	1.0	-0.9	0.9	-1.9	2.0	1.0	-1.1	-2.7	0.7	0.4
OPRM1-OPRD1 ag	-1.1	2.0	-2.1	6.5	1.1	-1.4	-1.4	-2.8	-3.7	-1.8
Keap1 Nrf2 FP	-1	-1	0	-2	-3	0	-4	-3	0	4
Cardiac RTF inh	-3	-5	-4	-4	2	-2	-8	-13	0	0
MOR-DOR inv ag	7	-11	14	-24	-7	6	7	18	19	8
CAL-PDZ inh HTS	-7	0	2	-3	3	-3	·	-5	4	-3
V-ATPase pHluor	5	1	0	2	-3	0	1	-2	0	5
HTR5A ag ctr	2	0	-1	7	-3	-4	-4	10	0	3
RTF Ca sens act	-3	0	-2	-4	2	-3	5	-1	-10	-8

31) COc1ccccc1NS(=O)(=O)c1ccc2c(c1)NC(=O)CC(=O)N2
32) CCN(CC)CCCNC(=O)CSc1nc(-c2cccs2)cc(C(F)(F)F)n1
33) CCN(CC)S(=O)(=O)c1ccc2nnn(O)c2c1
34) CCOc1ccccc1Nc1ncccc1C(=O)O
35) Cn1c(=O)c2c(O)cc(=O)[nH]c2n(-c2ccccc2)c1=O
36) CCCc1nc(SCc2ccc(Cl)cc2Cl)n[nH]1
37) CCOCCCNC(=O)C(NC(=O)Cc1cccs1)c1ccc(C)cc1 (stereo unspecified)
38) COc1ccc(CCNC(=O)CN(c2cc([N+](=O)[O-])ccc2OC)S(C)(=O)=O)cc1
39) CCc1nc(N[C@H](C(=O)O)C(C)C)c2oc3ccccc3c2n1
40) COC(=O)c1cc2c(s1)CS(=O)C2 (stereo unspecified)

compound no.	31	32	33	34	35	36	37	38	39	40
HTR5A inv ctr	7	3	4	1	28	-4	-4	-6	-12	7
LANA DNA inh	0.3	1.1	0.3	0.1	-0.3	-1.1	2.3	0.1	-0.6	-0.2
OPRM1-OPRD1 ag	-1.6	-2.8	-2.4	0.4	-1.3	-0.4	0.0	-1.4	-0.6	-0.9
Keap1 Nrf2 FP	2	-2	2	-4	-2	-2	-1	-2	3	1
Cardiac RTF inh	0	-5	-1	-6	-5	-6	8	-17	-1	-8
MOR-DOR inv ag	9	13	13	-2	7	2	0	8	3	5
CAL-PDZ inh HTS	-3	-2	5	-1	-2	1	4	5	-7	6
V-ATPase pHluor	-4	0	0	2	-3	0	-2	0	-3	-1
HTR5A ag ctr	9	-1	-1	2	0	1	1	2	-4	12*
RTF Ca sens act	-2	-2	-7	7	-3	-3	1	-3	-1	-4

Among those listed so far, 2 have bromine.
12) O=C(NCCCn1ccnc1)c1cccc(S(=O)(=O)Nc2ccc(Br)cc2)c1
18) O=C1/C(=C\c2ccc(Br)cc2)SC(=S)N1NS(=O)(=O)c1ccccc1

compound no.	12	18
HTR5A inv ctr	3	-7
LANA DNA inh	1.1	-1.4
OPRM1-OPRD1 ag	-4.5	1.2
Keap1 Nrf2 FP	-4	-1
Cardiac RTF inh	-19	7
MOR-DOR inv ag	24	-10
CAL-PDZ inh HTS	-3	8
V-ATPase pHluor	-2	-3
HTR5A ag ctr	-1	3
RTF Ca sens act	2	-3

Carrying on:
41) COc1ccc(C(=O)Nc2ccc(N3CCN(C(=O)C(C)C)CC3)cc2)cc1[N+](=O)[O-]
42) N=c1c(S(=O)(=O)c2ccc(Br)cc2)cc2c(=O)n3ccccc3nc2n1C1CCCC1
43) Cn1ncc(Cl)c1C(=O)N1CCN(c2ccc(Cl)c(Cl)c2)CC1
44) COc1ccc(OC)c(N2C(=O)CC(C(C)c3ccccc3)C2=O)c1 (stereo unspecified)
45) Cn1c(N)c(C(=O)COC(=O)[C@H](Cc2ccccc2)N2C(=O)c3ccccc3C2=O)c(=O)n(C)c1=O
46) COC(=O)C(C)N(C#N)c1nc(NC(C)C)nc(SC)n1 (stereo unspecified)
47) O=C(Oc1cccc(NC(=O)c2ccco2)c1)c1cccc(S(=O)(=O)N2CCCCC2)c1
48) O=C(COC(=O)C1CCN(S(=O)(=O)c2cccs2)CC1)Nc1ccccc1Br
49) COc1ccc(NC(=O)COC(=O)CCc2ccc(S(=O)(=O)N3CCOCC3)cc2)c(OC)c1
50) O=C(CSc1cccc[n+]1[O-])Nc1cc([N+](=O)[O-])ccc1Cl
51) COc1ccc(-c2ccc(CCC(=O)O)n2C(C)C)cc1
52) CC(C)N(Cc1ccc(F)cc1)C(=O)c1cc2ccccc2oc1=O

compound no.	41	42	43	44	45	46	47	48	49	50	51	52
HTR5A inv ctr	-22	17	-3	-4	6	-13	26	3	-4	-8	-13	-1
LANA DNA inh	-1.8	5.4	3.2	0.4	-0.2	-2.4	1.2	0.0	-0.6	0.6	0.3	4.9
OPRM1-OPRD1 ag	-1.4	-0.2	-2.8	-3.4	-2.2	-3.4	-0.9	-1.1	-0.5	-0.8	-0.9	-3.9
Keap1 Nrf2 FP	-4	-3	-1	1	-7	-4	-3	-2	2	-4	-1	-1
Cardiac RTF inh	0	-3	-1	-13	-4	2	-13	-8	-5	-5	-12	4
MOR-DOR inv ag	7	1	14	18	13	14	5	5	2	4	5	19
CAL-PDZ inh HTS	-5	0	·	0	-3	-8	-5	-2	·	3	-2	-6
V-ATPase pHluor	0	7	2	-3	-2	3	2	1	1	-1	-2	0
HTR5A ag ctr	9	-1	1	1	-2	4	-3	4	0	-4	-4	0
RTF Ca sens act	4	-1	-2	3	-1	0	-1	-4	0	-9	-2	-1

From PubChem BioAssay
